High-throughput results as filed in PubChem.
HEK293 tox = cytotoxicity in counter-screen for GLP-1R inverse agonists. AID 624418. Potency, µM (doses to about 38.3 µM), without a hit: top-dose activity change, negative = inhibition, actives largely listed as inhibitors. HEK293 cAMP-luciferase reporter cells, luminescence, 24 h. hit rate 0.13% among 410,000;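 also: loss of luciferase light is scored as toxicity; potency is read from the fitted curve at half-maximal effect; % is scaled to controls: 0 for no effect and ±100 for the full control effect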
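Quantitative HTS format, 1536 wells, 200 cells/uL seeded. Compounds: 23 nL, 24 h, 37 °C. Detection: luciferase reagent, luminescence at 12 min RT; decreased signal taken as cytotoxic.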
GLP1R inv ag = GLP-1 receptor (human) inverse agonism. P43220. HEK293 GLP-1R CRE-luciferase, luminescence, 24 h; GLP-1R form is constitutively active. Potency, µM (series often up to 38.3 µM), for inactives: top-dose activity change, negative = inhibition, actives largely listed as inhibitors. hit rate 1.6% among 410,000. AID 624417; also: potency is read from the fitted curve at half-maximal effect; % is scaled to controls: 0 for no effect and ±100 for the full control effect; nearly all actives have a fitted effect of over 55% in size
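GLP-1R inverse agonism mode: basal reporter luminescence in engineered HEK293 cells measured after one day of compound exposure at 37 deg C, with a 12 min room-temperature detection step.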
PI5P4Ka inh = PI5P4K alpha (human) kinase inhibition | P48426 | AID 652105 | hit rate 1.2% among 330,000 | PI5P4Kalpha enzyme, ADP-Glo luminescence, 60 min; hits give low values | max response, %; active = max response of -50% or lower; inconclusive = between -30% and -50%; inactive = -30% or higher; also: value at the top dose of about 77 µM; % is scaled to controls: 0 for no effect and ±100 for the full control effect
Target sequence (P48426 whole entry, looked up): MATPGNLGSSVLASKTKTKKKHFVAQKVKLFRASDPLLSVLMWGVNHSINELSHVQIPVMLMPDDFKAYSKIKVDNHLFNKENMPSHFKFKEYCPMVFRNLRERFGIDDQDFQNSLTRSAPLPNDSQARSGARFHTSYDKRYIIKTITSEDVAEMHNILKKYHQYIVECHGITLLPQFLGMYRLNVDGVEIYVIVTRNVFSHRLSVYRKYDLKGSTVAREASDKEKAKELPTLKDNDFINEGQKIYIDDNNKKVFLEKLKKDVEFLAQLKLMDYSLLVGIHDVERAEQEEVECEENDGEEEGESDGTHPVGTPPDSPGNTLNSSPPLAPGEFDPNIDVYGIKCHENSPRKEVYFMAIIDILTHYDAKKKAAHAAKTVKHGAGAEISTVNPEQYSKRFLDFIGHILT
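ADP-Glo luminescence end-point after a 60 min room-temperature kinase reaction. PI5P4Kalpha and substrate in HEPES pH 7.4 buffer with EGTA, 0.1% CHAPS and 5% DMSO; ATP at 5 microM final.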
GLP-1R agonist = agonists of human GLP-1 receptor | P43220 | HEK293 GLP-1R CRE-luciferase, luminescence, 4-6 h; cells express a hypersensitive GLP-1R form | Potency, µM (series often up to 45.6 µM), for the others: top-dose activation, actives largely listed as activators | hit rate 0.007% among 380,000 | AID 624172; also: potency is read from the fitted curve at half-maximal effect; % of control where 0% means no effect
PLK1 PBD block = blocks phosphopeptide binding to human PLK1 polo-box domain; P53350; Plk1 PBD binding of FITC phosphopeptide, fluorescence polarization; Potency, µM, without a hit: max response, negative = inhibition, usual class: inhibitors; hit rate 2.8% among 360,000; also: potency is read from the fitted curve at half-maximal effect; series mostly up to about 57 µM; % is scaled to controls: 0 for no effect and ±100 for the full control effect; nearly all actives have a fitted effect of over 65% in size
WRN inhibitor = inhibitors of human WRN helicase. Q14191. WRN helicase unwinding, fluorescent forked duplex, kinetic. Potency, µM (highest dose often 114 µM), for inactives: top-dose activity change, negative = inhibition, actives largely listed as inhibitors. hit rate 0.46% among 360,000; also: potency is read from the fitted curve at half-maximal effect; % is scaled to controls: 0 for no effect and ±100 for the full control effect; nearly all actives have a fitted effect of over 55% in size
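WRN at 20 nM final preincubated with compound 15 min at room temperature; reaction started with 100 nM fluorophore/quencher forked duplex oligonucleotide and 2 mM ATP final. Unwinding followed kinetically by red fluorescence (ex 525, em 598 nm).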
D3 ag = activates the human D3 dopamine receptor. D3R DiscoveRx beta-arrestin cells, luminescence, 90 min. hit rate 0.58% among 410,000. P35462. max activation, %; in the data active = max activation above about 30%; also: 0% is about no effect; mostly tested at two doses, the higher about 12 µM
Target sequence (P35462 whole entry, looked up): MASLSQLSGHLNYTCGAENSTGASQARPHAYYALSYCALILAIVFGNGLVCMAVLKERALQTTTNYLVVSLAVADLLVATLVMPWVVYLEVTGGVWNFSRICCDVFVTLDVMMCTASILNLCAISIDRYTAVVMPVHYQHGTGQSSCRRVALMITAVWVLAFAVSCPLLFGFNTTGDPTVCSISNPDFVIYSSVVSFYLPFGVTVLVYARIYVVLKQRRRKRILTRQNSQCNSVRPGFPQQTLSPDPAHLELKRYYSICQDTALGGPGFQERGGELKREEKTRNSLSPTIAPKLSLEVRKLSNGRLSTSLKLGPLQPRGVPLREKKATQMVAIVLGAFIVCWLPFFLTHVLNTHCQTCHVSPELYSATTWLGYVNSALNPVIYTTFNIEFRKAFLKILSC
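Cells at 1500/well, incubated overnight, then treated with pinned compounds (dopamine as control) for 90 min at 37 degrees C. DiscoveRx reagent added for 30 - 60 minutes at room temperature; luminescence read.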
IL2 activator = IL-2 activation; activation, % (series mostly up to about 46 µM); IL-2 activation reporter assay, cell-based qHTS; stimulated with anti-CD3/CD4/CD28 beads; in transgenic mouse T cells; hit rate 0.065% among 360,000; in the data active = activation above about 50%; inconclusive = mostly about 30% to 49%; also: 0% is about no effect
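Unstimulated transgenic mouse T cells; 60-min compound exposure; bead-based TCR/CD4/CD28 stimulation; 18 h culture, 37 degrees C; dual fluorescence (EGFP, DsRed) plate cytometry.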
DRD3 antagonist = antagonists of human D3 dopamine receptor. P35462. hit rate 2.5% among 360,000. AID 652054. D3R cells, DiscoveRx beta-arrestin luminescence, antagonist mode; hits give low values. max response, negative = inhibition, %; in the data active = max response below about -50%; inconclusive = no clear call, values can overlap the other calls; also: % is scaled to controls: 0 for no effect and ±100 for the full control effect; mostly tested at two doses, the higher about 12 µM
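Cells expressing the human receptor were seeded at 1500 cells/well, incubated overnight at 37 degrees C in 5% CO2, then exposed to library compounds with dopamine controls for 90 minutes at 37 degrees C before luminescent detection.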
Active calls of the source: *; ? = inconclusive; . = no result given; & = joins results of further samples; [ ] = remark or other dose. Unless noted, calls follow the shape of the dose curve; as a rule, active = well fitted curve in the direction sought with a large enough effect; inconclusive = small, poorly fitted or top-dose-only effect, or another doubt; inactive = no such curve, though single readings can be large; an effect the other way counts as inactive or inconclusive.

cpd	Compound	HEK293 tox	GLP1R inv ag	PI5P4Ka inh	GLP-1R agonist	PLK1 PBD block	WRN inhibitor	D3 ag	IL2 activator	DRD3 antagonist
1	COc1ccc(-c2cc(C(=O)NCCCn3ccnc3)no2)cc1	-4.4%	4.6%	-0.7	-1.8%	-10.8%	-0.5%	-1.6	1.0	6.6
2	CCOC(=O)C1CCN(C(=O)CCCn2c(=O)c3cccn3c3cccnc32)CC1	-13.1%	35.8%[activator]	1.5	4.9%	-1.7%	0.2%	6.8	-1.7	13.2
3	Cc1ccc(C(=O)NCC(=O)Nc2ncccc2C)s1	-3.4%	8.5%	8.2	4.7%	-4.2%	0.6%	4.5	0.4	1.2
4	CN(C)C(=O)COC(=O)c1ccc(S(=O)(=O)NCc2ccco2)cc1	-14.9%	0.8%	-16.8	-1.0%	26.7µM*	-3.8%[11.6 µM]	6.6	0.6	0.1
5	CCOc1ccc(NC(=O)CSc2nc3[nH]ncc3c(=O)n2-c2ccccc2OC)cc1	-0.3%	0.0%	-2.6	-3.1%	-9.1%	-7.6%	2.7	2.1	4.1
6	O=C1N/C(=C/c2ccc(N3CCOCC3)o2)C(=O)N1c1ccccc1	?	?	-9.0	-5.9%	48.9%[activator]	?	-14.2	-1.0	-17.1
7	CC(=O)Nc1ccc(OCc2cccc([N+](=O)[O-])c2)cc1	-5.5%	35.3%[activator]	4.3	16.3%	-16.7%	-9.2%	-10.7	7.3	1.3
8	O=C1Nc2ccccc2/C1=C/c1ccccc1Cl	?	?	-0.6	9.6%	1.4%	0.1%	2.6	-3.4	6.1
9	O=c1o[nH]c(-c2ccccc2)c1C1=NCCCCC1	2.9%	75.7%[activator]	-2.2	-2.3%	-7.7%	8.0%	0.3	-2.6	-15.3
10	Cc1ccc(N=C2NC(=O)CC(C(=O)Nc3cc(C(F)(F)F)ccc3Cl)S2)cc1 (stereo not drawn)	-2.5%	-13.0%	.	-1.3%	.	.	-13.6	.	.

Entries of single compounds, quoted from the list. Screens in order: HEK293 tox, GLP1R inv ag, PI5P4Ka inh, GLP-1R agonist, PLK1 PBD block, WRN inhibitor, D3 ag, IL2 activator, DRD3 antagonist
CCOc1ccc(NC(=O)CSc2nc3[nH]ncc3c(=O)n2-c2ccccc2OC)cc1 as listed: -0.3%, 0.0%, -2.6, -3.1%, -9.1%, -7.6%, 2.7, 2.1, 4.1
CC(=O)Nc1ccc(OCc2cccc([N+](=O)[O-])c2)cc1 as listed: -5.5%, 35.3%[activator], 4.3, 16.3%, -16.7%, -9.2%, -10.7, 7.3, 1.3

(further entries)
cpd	Compound	HEK293 tox	GLP1R inv ag	PI5P4Ka inh	GLP-1R agonist	PLK1 PBD block	WRN inhibitor	D3 ag	IL2 activator	DRD3 antagonist
11	Oc1ccc(Cl)cc1CNCC1CCCCC1	18.5%	?	2.2	-7.2%	-24.5%	3.0%	-49.0	-3.7	-75.6*
12	COc1ccc(-c2nc3c(c(=O)[nH]c(=O)n3Cc3ccccc3)n2C)cc1	25.6%	6.0%	-3.9	-1.2%	4.4%	-8.5%	2.1	0.2	-2.1
13	C=CCn1c(SCc2ccc3c(c2)OCO3)nc2scc(-c3ccco3)c2c1=O	7.2%	69.3%	-62.5*	-7.0%	-20.7%	?	-7.4	0.0	?
14	Brc1ccc(-c2nnc3n2C2(CCCC2)Cc2ccccc2-3)o1	-27.5%	?	-1.2	-3.3%	-4.6%	1.2%	0.4	0.3	-8.9
15	CN1C(=O)c2ccc(NC(=O)CCS(=O)(=O)c3ccccc3)cc2C1=O	11.9%	23.2%	0.9	5.7%	-2.0%	-11.8%	0.8	-0.3	11.0
16	CC1CN(C(=O)C2CCCC2)C(C)CN1C(=O)C1CCCC1 (stereo not drawn)	?	-15.1%	2.2	31.4%	-9.7%	-0.4%	-5.6	-0.5	0.3
17	COc1ccc(NC(=O)C2CCCN(CCCc3ccccc3)C2)cc1OCC(C)C (stereo not drawn)	?	?	-2.8	2.3%	-6.1%	-6.9%	-9.1	-0.7	-15.8
18	O=C(O)c1ccccc1SCCS(=O)(=O)c1ccc(Cl)cc1Cl	-20.8%	10.9%	-0.1	3.8%	-8.9%	0.1%	1.6	-2.1	9.3
19	COC(CNC(=O)C1CCCN(S(=O)(=O)c2ccc3c(c2)oc(=O)n3C)C1)OC (stereo not drawn)	5.4%	10.9%	2.1	3.2%	-1.0%	-2.9%	2.3	0.8	1.5
20	C/C(CC(=O)Nc1cccc(Cl)c1C)=N\NC(=O)Cc1csc(N)n1	-0.9%	?	0.9	2.1%	3.4%	6.1%	-1.3	0.4	4.2

Next section:
cpd	Compound	HEK293 tox	GLP1R inv ag	PI5P4Ka inh	GLP-1R agonist	PLK1 PBD block	WRN inhibitor	D3 ag	IL2 activator	DRD3 antagonist
21	O=C(c1cc(-c2ccccc2)n[nH]1)N1CCc2c([nH]c3ccccc23)C1c1ccccn1 (stereo not drawn)	-21.7%	?	-0.1	4.4%	-4.1%	-2.1%	-5.7	-3.7	-0.7
22	O=C(NCc1ccccc1)c1cc(C2CCCCN2C(=O)CCc2ccccc2)on1 (stereo not drawn)	3.7%	?	0.1	4.5%	0.1%	-7.8%	-2.2	-0.2	5.5
23	CC1(NCc2ccc(Cl)cc2)COP(=O)(NCc2ccccc2)OC1 (stereo not drawn)	-24.8%	-15.5%	9.2	0.4%	-10.0%	4.6%	-15.3	-0.3	34.5
24	CCn1cnc2sc(C(=O)Oc3cccc(C)c3)c(C)c2c1=O	-8.4%	16.8%	23.0	29.5%	-7.2%	0.3%	-2.4	1.3	17.6
25	C[C@@H]1CN([C@@H](C)CO)C(=O)CCCn2nncc2CO[C@H]1CN(C)C(=O)C1CC1	4.3%	4.3%	-1.2	4.9%	-8.0%	-6.0%	6.0	0.7	11.9
26	Cc1ccccc1NC(=O)Cc1cn(C)c2ccccc12	12.5%	10.1%	0.1	9.3%	-1.4%	-0.4%	1.5	3.4	-4.3
27	CCC1(C)Cc2ccccc2C(=S)N1 (stereo not drawn)	5.1%	3.7%	4.6	3.9%	-18.9%	-3.3%	-9.3	-1.0	-0.9
28	Cc1ccc(S(=O)(=O)NC2=NCN(C3CCN(Cc4ccccc4)CC3)CN2)cc1	-7.1%	0.3%	1.4	-8.3%	-8.1%	0.0%	-5.7	1.3	-6.4
29	CC1=C(C(=O)N2CCOCC2)CC(CC(=O)NC2CCCCC2)C(=O)N1Cc1ccccc1 (stereo not drawn)	1.7%	12.2%	2.7	1.5%	-2.2%	5.1%	-4.4	-1.0	25.4
30	CCOC(=O)c1sc(C)c2c1NC1(CCCCCC1)NC2=O	24.7%	32.2%	8.0	7.0%	-19.9%	0.3%	-3.9	-2.2	-4.4

(further entries)
cpd	Compound	HEK293 tox	GLP1R inv ag	PI5P4Ka inh	GLP-1R agonist	PLK1 PBD block	WRN inhibitor	D3 ag	IL2 activator	DRD3 antagonist
31	Cc1cc(C)c(NC(=O)CSc2ccc(-c3ccccn3)nn2)c(C)c1	-9.4%&0.7%	10.0%&17.5%	-3.2	-10.1%	-5.9%	-34.4%	5.3&-13.0	-0.8	-14.1
32	S=C(NCc1ccccc1)NCc1cccc(Cl)c1	?	?	-1.2	-0.8%	-0.2%	-1.6%	-0.1	0.3	1.4
33	Cc1nc(C)c(/C(O)=C\c2nc3ccc([N+](=O)[O-])cc3oc2=O)o1	-12.7%	-10.4%	-8.1	-5.5%	-3.0%	-21.3%	2.2	2.8	-8.2
34	CCn1c(CNC(=O)c2ccccc2F)cc2cc(C)ccc21	19.2%	-7.7%	1.1	-1.6%	-3.9%	-26.0%	8.1	-0.6	3.2
35	Cc1cccc2cc(C#N)c(NCCNS(=O)(=O)c3ccc4c(c3)OCCO4)nc12	46.3%[activator]	0.0%	.	24.3%	-8.8%	-13.9%	7.5	-1.1	-24.3
36	CCOC(=O)c1ccc(Oc2c(C)oc3cc(OS(C)(=O)=O)ccc3c2=O)cc1	-7.4%	-13.7%	-1.8	4.9%	2.8%	-10.0%	-2.7	0.2	3.8
37	O=C(NCc1ccc(F)cc1)c1c2c(nc3ccccc13)CCN(Cc1ccccc1)C2	1.2%	1.3%	1.6	-4.4%	0.0%	-7.0%	0.6	3.2	3.5
38	CC1CN(Cc2nc3c(c(=O)n(C)c(=O)n3C)n2CC(O)CO)CC(C)O1 (stereo not drawn)	6.7%	13.2%	0.0	-8.3%	-6.6%	0.7%	-0.7	-3.8	4.4
39	NS(=O)(=O)c1cc(C(=O)O)cc(N2CCCC2)c1Oc1ccccc1	-13.9%	6.0%	-0.4	-0.6%	-6.2%	1.9%	13.1&-5.3	0.5	11.0
40	COc1ccc(CCNC(=O)CCc2c(C)nc3cc(-c4ccccc4OC)nn3c2C)c(OC)c1	-0.6%	?	.	-2.8%	.	.	4.9	.	.

Other records:
cpd	Compound	HEK293 tox	GLP1R inv ag	PI5P4Ka inh	GLP-1R agonist	PLK1 PBD block	WRN inhibitor	D3 ag	IL2 activator	DRD3 antagonist
41	COc1cc(CN2CCCC(N3CCc4ccccc4C3)C2)c(Cl)cc1O (stereo not drawn)	-1.2%	?	1.2	5.0%	-7.8%	12.7%	-19.4	0.7	-24.4
42	CC(C(N)=O)N1C(=O)NC2(CCCc3ccccc32)C1=O (stereo not drawn)	-0.9%	12.5%	2.1	11.3%	-7.7%	-1.3%	11.9	-0.3	2.2
43	Cn1c(=O)n(C)c2cc(S(=O)(=O)NCc3ccccc3)ccc21	14.0%	8.6%	1.3	9.1%	-9.2%	-7.0%	-2.0	0.8	26.8
44	O=C(Nc1nc2ccccc2[nH]1)c1cccc([N+](=O)[O-])c1	-3.5%	5.9%	2.2	9.1%	-18.1%	14.0%	-0.1	-0.4	-7.5
45	CC1CC(C)CN(C(=O)CCn2c(=O)oc3ccccc32)C1 (stereo not drawn)	0.3%	0.4%	6.3	-2.2%	-6.1%	5.4%	12.9	-0.5	1.8
46	COc1ccc2nc(COC(=O)c3ccco3)c(C(C)=O)[n+]([O-])c2c1	-7.6%	-16.8%	4.5	-6.3%	-0.8%	-14.3%[57.1 µM]	4.8	1.1	-10.9
